T cell HTS – modulates CD8 T cell binding to vesicles; calls only at 7 µM; 330,000 tested, 0.068% active; 2C CD8+ T cell-vesicle binding, flow cytometry; stronger effect = lower value;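 active = response, share of CD8 T cells binding vesicles, and their 90th percentile fluorescence all below set limits, cut at about 80% in these data, passing the limit was not always enough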
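Test system: purified 2C TCR transgenic mouse naive CD8+ T cells. Probe or stimulus: QL9-peptide-loaded Drosophila micro-vesicles bearing Ld, ICAM-1 and B7-1. Incubation: binding step 1.5 h, 37 °C, antibody labelling 20 min, ice. Measured by: flow cytometry of vesicle-bound cells.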
SV40 large T antigen – SV40 large T antigen inhibitors, biochemical (AID 1903); SV40 large T antigen ATPase/helicase inhibition assay; higher % means a stronger effect; one-dose inhibition, % at 20 µM; IC50 in µM for titrated hits; 310,000 tested, 0.39% active; in the data active = a potency from the dose series; note: strong numbers were not always called active
RSV CPE inhibition – inhibition of RSV-induced cytopathic effect – HEp-2 cells, primary 10 µM value included (AID 2391). HEp-2 cells, RSV-induced CPE inhibition; higher % means a stronger effect. one-dose CPE inhibition, % at 10 µM; IC50 in µM for titrated hits. 310,000 tested, 0.13% active; in the data active = a potency from the dose series; note: strong numbers were not always called active
Myeloid diff MLP – promotes myeloid progenitor differentiation; ER-HoxA9 myeloid progenitors, lysozyme-GFP differentiation, flow cytometry; calls only at 10 µM; 360,000 tested, 1% active;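 active = normalized GFP-positive differentiation at or above the plate's own cutoff, the solvent-only control mean plus 3 SD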;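 note: cells exposed to compound for four days before flow analysis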
West Nile antiviral – West Nile virus antiviral activity, cell-based, CPE readout (AID 1621). West Nile virus-infected cells, CPE inhibition; higher % means a stronger effect. one-dose CPE inhibition, % at 10 µM; IC50 in µM for titrated hits. 290,000 tested, 0.02% active; in the data active = a potency from the dose series; note: strong numbers were not always called active
MgcRacGAP inhibition – MgcRacGAP GTPase-activating activity inhibitors, confirmation, biochemical, ADP Hunter fluorescence. MgcRacGAP-stimulated Rac1 GTP hydrolysis, ADP Hunter fluorescence; higher % means a stronger effect; GST-tagged Rac1 F28L mutant substrate. inhibition, % at 30 µM; hits with a dose series show IC50 in µM. 340,000 tested, 0.6% active. AID 624330;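 active = first-screen hits whose inhibition reached a set limit at any dose in the follow-up dose series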;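 note: fluorescence reports GDP produced by GAP-driven GTP hydrolysis; strong numbers were not always called active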
WT yeast gro inh – growth inhibition of WT yeast, mitochondrial fusion screen | mitochondrial fusion phenotypic screen, WT strain | inhibition, % at 10 µM | 190,000 tested, 2.1% active | AID 1362; in the data active = inhibition above about 58%; tested in S. cerevisiae
bCat nuc transl – modulators of beta-catenin nuclear translocation. 190,000 tested, 0.3% active. HeLa beta-catenin nuclear translocation, immunofluorescence imaging. nuclear translocation activity, % at 5 µM;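 active = nuclear translocation activity above 50% at 5 µM, with a well cell count of 50 or more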;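 note: per-cell ratio of nuclear to cytoplasmic median beta-catenin stain intensity; plate controls were DMSO negative control for no effect and GSK-3 inhibitor IX positive control for full effect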
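System: Human HeLa cells, endogenous beta-catenin | Compound dosing: 5 µM primary, 0.02–20 µM confirmation | Timing: 24 h compound exposure at 37°C, 5% CO2 | Measured by: Fluorescence imaging of beta-catenin antibody stain plus DAPI | Read-out basis: % activation of per-cell nuclear versus cytoplasmic median beta-catenin signal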
Salmonella PhoP GFP – PhoP-dependent GFP reporter repression – Salmonella Typhimurium, primary screen (AID 1863); one-dose inhibition, % at 50 µM; IC50 in µM for titrated hits; S. Typhimurium PhoP-regulated promoter GFP reporter, 4 h; higher % means a stronger effect; 300,000 tested, 0.16% active;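 active = inhibition over 29.93%, a cutoff 3 SD above the screen mean, later confirmed by dose response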;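 note: 0% = low Mg2+ inducing control and 100% = high Mg2+ repressing control; strong numbers were not always called active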
WT yeast gro inh mutant strain – further read-out of WT yeast gro inh, marked with its call; inhibition, %; mitochondrial fusion phenotypic screen, mutant strain inhibition
bCat nuc transl cell count 5 µM – second read-out of bCat nuc transl, no call of its own (marks repeat the call); cell count; measured here: cell count, cytotoxicity flag
T cell HTS vesicle-bound % – second read-out of T cell HTS, no call of its own (marks repeat the call); double positive events, %; measured here: CD8+ vesicle-bound cell fraction;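 binding gate set so that unloaded-vesicle control wells show 10% double positive cells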
Myeloid diff MLP GFP+ MAC1+ % – also measured in Myeloid diff MLP; calls as there; GFP+ MAC1+ double positive, %; measured here: differentiation confirmed by MAC1 staining
* = called active by the depositor; i = inactive; · = not tested or not shown.

SMILES	T cell HTS	T cell HTS vesicle-bound %	SV40 large T antigen	RSV CPE inhibition	Myeloid diff MLP	Myeloid diff MLP GFP+ MAC1+ %	West Nile antiviral	MgcRacGAP inhibition	WT yeast gro inh	WT yeast gro inh mutant strain	bCat nuc transl	bCat nuc transl cell count 5 µM	Salmonella PhoP GFP
Cn1c2c(c(=O)n(C)c1=O)C(NS(=O)(=O)c1ccccc1)(C(F)(F)F)C(=O)N2 (centres undefined)	i	20.5	3.1%	-0.1%	i	1.3	0.5%	10.2%	-23.3	-7.4	-6.2	939	-7.1%
C/C(=N\N1CCN(C)CC1)c1ccc(OC(F)F)cc1	i	25.2	6.8%	-0.6%	i	0.8	0.0%	7.7%	12.8	-0.1	-1.5	1059	2.8%
Cc1c(C(=O)c2ccccc2)c2ccccn2c1CCC#N	i	10.6	13.5%	6.8%	i	0.3	0.0%	2.0%	·	·	-0.5	1284	-6.1%
COc1ccccc1NC(=O)C1=C(C)NC2=C(C(=O)CC(c3ccc(OC)c(OC)c3)C2)C1c1coc2ccccc2c1=O (centres undefined)	i	50.4	2.7%	10.1%	i	0.6	0.0%	3.4%	19.8	-8.6	-0.7	543	-20.7%
Cn1ncc(Cl)c1C(=O)NC1C2CC3CC(C2)CC1C3 (centres undefined)	i	54.5	-1.5%	0.5%	i	0.6	-0.1%	9.9%	8.2	2.6	-0.1	1511	4.0%
Cc1ccc(/C=C/C(=O)Oc2ccc(C#N)cc2)o1	i	26.4	6.2%	1.2%	·	·	-1.0%	·	·	·	·	·	1.3%
O=C(c1csc2ccccc12)N1CCCCCC1	i	54.8	-1.3%	3.0%	i	1.0	0.8%	8.6%	-2.2	13.6	-4.3	1079	-4.2%
O=C(CSCc1ccccc1)N1CCN(c2cccc(C(F)(F)F)c2)CC1	i	31.0	9.6%	0.9%	i	0.5	-0.4%	13.2%	41.5	12.0	-15.8	1113	-2.8%
CCC(=O)c1ccc(OCC(O)CN2C(=O)NC(C)(C)C2=O)cc1 (centres undefined)	i	26.0	4.4%	0.6%	i	2.8	0.3%	10.7%	-2.6	0.4	·	·	-0.1%
O=C1NC2(CCOc3ccccc32)C(=O)N1CC(=O)N(Cc1ccccc1)C1CCS(=O)(=O)C1 (centres undefined)	i	33.2	6.0%	1.5%	i	0.7	-0.4%	-1.8%	11.5	2.1	-5.4	1134	6.5%
COc1ccc2cc3cc(C(=O)N4CCN(c5ccccc5)CC4)oc3nc2c1	i	36.4	-14.8%	0.4%	i	1.0	0.9%	5.2%	4.5	-28.6	·	·	0.6%
COc1cc(C(=O)N2CCN(S(=O)(=O)c3ccc(F)cc3)CC2)cc(OC)c1OC	i	22.7	8.0%	0.0%	i	2.1	0.1%	3.8%	7.8	28.6	·	·	-2.6%
COc1ccc(S(=O)(=O)N2CCN(C3CC4CCC3C4)CC2)cc1 (centres undefined)	i	36.3	6.2%	1.5%	i	1.5	-1.2%	9.6%	·	·	·	·	4.0%
O=C(NNC1CC(=O)N(c2ccc(Br)cc2)C1=O)c1cccs1 (centres undefined)	i	13.6	7.0%	0.5%	i	0.4	0.3%	5.8%	·	·	-1.1	1343	-0.9%
CS(=O)(=O)N(Cc1ccccc1)c1ccc(C(=O)N2CCN(c3cccc(Cl)c3)CC2)cc1	i	7.6	-5.3%	6.7%	i	4.4	1.2%	9.2%	19.6	-19.4	3.5	1162	-2.6%
COc1ccc2nc(NC(=O)c3cccc(-c4cc5ccccc5oc4=O)c3)sc2c1	i	48.0	8.7%	11.2%	i	0.5	·	0.0%	3.4	2.7	-0.1	941	0.2%
CC1Cc2ccccc2N1C(=O)CN1CCN(Cc2ccccc2)CC1 (centres undefined)	i	57.1	6.3%	-0.1%	i	0.6	-0.3%	28.6%	·	·	·	·	-3.8%
Cc1noc(C)c1CSCC(=O)Nc1nc2ccc(F)cc2s1	i	27.9	8.4%	3.7%	i	1.1	·	4.9%	·	·	·	·	-3.3%
C=CCn1c(SCC(=O)NC2CCCCC2)nnc1-c1ccc(OC)cc1	i	64.0	1.0%	-0.7%	i	0.3	-1.1%	8.4%	-7.7	-13.1	-1.3	555	8.1%
CCCC(=O)Nc1nc2nc(-c3ccccc3)cc(=O)n2[nH]1	i	33.4	7.2%	1.7%	i	1.3	0.1%	7.5%	-38.0	-21.2	-0.7	1049	-14.7%
CCCCCOC(=O)C1[C@H]2C(=O)N(c3ccccc3CC)C[C@]23C=C[C@H]1O3 (some centres undefined)	i	37.0	-5.7%	1.4%	i	0.6	-0.1%	11.7%	-12.9	35.5	-8.5	1055	1.4%
S=C(NCc1ccccn1)Nc1ccc(Cl)c(Cl)c1	i	58.0	2.9%	4.0%	i	0.7	·	9.0%	45.8	16.0	-0.4	1371	-12.4%
O=c1[nH]c(CSc2nnc(-c3cccnc3)n2C2CCCCC2)nc2ccccc12	i	34.6	-1.0%	·	i	5.5	·	11.7%	-11.2	-83.3	-3.1	1193	-4.6%
CCCn1nnc(NC(=O)/C=C/c2ccccc2)n1	i	45.5	6.6%	1.9%	i	0.4	0.5%	-1.6%	-12.2	6.6	-3.3	1198	-2.5%
COc1cccc(C(=O)Nc2cccc3c2ccc2cccn23)c1	i	61.3	-7.8%	2.7%	i	0.3	-0.9%	3.7%	-11.9	-3.8	-3.0	1115	-7.7%
NC(=O)C(CC(=O)O)NC(=O)[C@@H]1CCCNc2c(I)cc([N+](=O)[O-])cc2C(=O)N[C@@H](CO)C(=O)N[C@@H](Cc2ccc(O)cc2)C(=O)N1 (some centres undefined)	i	15.2	16.3%	0.8%	i	0.7	-0.1%	7.3%	11.0	-9.4	1.4	584	1.2%
CC1=NN(C(C#N)c2cccc([N+](=O)[O-])c2)C(C)(C)C1 (centres undefined)	i	13.6	0.9%	1.2%	i	1.3	-0.6%	3.2%	0.9	-14.1	·	·	-1.6%
CCC(C)NC(=O)Cn1cccc1C(=O)c1ccccc1 (centres undefined)	i	41.9	-6.0%	1.0%	i	1.7	-0.2%	4.5%	2.3	6.9	-2.5	1315	-5.2%
O=[N+]([O-])c1ccc(OCCN2CCCCCC2)cc1	i	61.4	12.5%	-0.9%	i	0.1	-0.7%	15.2%	-1.0	5.6	2.9	1100	9.2%
Cc1nc(Cc2ccc(OC(C)C)cc2)[nH]c(=O)c1CC(=O)O	i	27.2	1.1%	5.4%	i	0.1	0.4%	7.5%	-9.2	-11.9	1.7	1033	4.6%
COc1ccc(CCNC(=O)CSc2cn(Cc3ccccc3)c3ccccc23)cc1OC	i	24.6	7.6%	1.8%	i	5.2	-0.5%	4.0%	-12.5	-8.7	-0.4	556	4.2%
CC(C)C1Cc2[nH]c(=O)c(C(=O)O)cc2CO1 (centres undefined)	i	47.5	9.5%	0.9%	i	5.0	0.5%	9.1%	8.7	12.7	·	·	-2.8%
N#Cc1cc2c([nH]c1=S)CCCC2	i	39.7	6.3%	3.8%	i	0.4	1.0%	11.1%	0.4	-8.5	-2.0	538	-12.6%
Cc1ccc(C(=O)NC(NCc2ccccc2)C(Cl)(Cl)Cl)cc1 (centres undefined)	i	25.8	-0.6%	0.0%	i	1.4	-1.2%	10.7%	-6.5	-3.2	-1.7	488	7.3%
CCc1nccn1C(=O)c1cnn2c(C(F)F)cc(-c3ccc(C)cc3)nc12	i	55.2	-0.8%	13.0%	i	0.0	-1.1%	8.6%	-21.8	-12.4	-0.3	1196	1.3%
COCCn1c(SCc2nnc(-c3ccccc3)o2)nc2sc3c(c2c1=O)CCC3	·	·	8.8%	·	i	1.1	-0.6%	-4.4%	97.1*	33.5*	-4.3	1034	1.9%
CC(=O)c1ccccc1OC(=O)COc1ccc([N+](=O)[O-])cc1	i	53.6	8.9%	1.2%	·	·	-0.1%	1.6%	·	·	·	·	-4.8%
CC(C)(C)c1csc(NNC(=O)c2ccc(Br)cc2)n1	i	34.5	7.2%	-2.4%	i	0.4	1.0%	7.4%	11.6	1.3	0.0	990	2.1%
c1cn(CCCNC2CCCCCCC2)cn1	i	49.6	11.3%	3.4%	i	0.6	·	25.9%	·	·	·	·	·
COc1ccc(NC(=S)N(CCCN2CCCC2)Cc2cccs2)cc1	i	13.0	8.1%	0.2%	i	0.5	-1.1%	7.0%	-11.7	13.1	0.6	894	0.1%
COc1ccc(Oc2c(Cl)cnn(-c3ccc(Cl)c(Cl)c3)c2=O)cc1	i	2.3	12.4%	-3.8%	i	0.4	1.2%	8.0%	1.6	4.9	-0.1	936	14.5%
COc1ccc(-c2cc3nc(CCl)[nH]c(=O)c3s2)cc1	i	12.5	5.5%	1.5%	i	4.3	-1.4%	7.7%	·	·	·	·	7.9%
COC(=O)c1ccc(NCC(=O)N2CCCCCC2)cc1	i	14.9	0.7%	3.7%	·	·	-0.1%	·	-15.9	2.4	2.3	1074	2.1%
CC(=O)Nc1ccc(S(=O)(=O)Nc2ccccc2N2CCOCC2)cc1Cl	i	10.1	11.0%	4.6%	i	8.0	-0.9%	8.7%	·	·	·	·	-6.6%
O=C(CCc1nnc(C2(c3ccc(Cl)cc3)CCC2)o1)N1CCCC1	i	19.8	-3.0%	3.5%	i	6.2	-0.5%	7.4%	·	·	·	·	-4.3%
Cc1ccnc(NC(=O)C2CCN(S(=O)(=O)c3ccc4ccccc4c3)CC2)c1	i	34.9	9.2%	1.1%	i	1.6	·	11.3%	·	·	·	·	6.9%
CCC1CCCCN1Cc1ccc(OC)c(OC)c1 (centres undefined)	i	7.3	-4.1%	0.4%	i	4.7	-0.1%	12.3%	2.7	2.4	0.1	1107	7.3%
CCCc1cc(=O)[nH]c(SCC(=O)NCC2COc3ccccc3O2)n1 (centres undefined)	i	22.7	·	0.6%	i	1.1	·	5.3%	·	·	·	·	·
O=C1NC(=O)C2(CCCc3ccccc32)N1 (centres undefined)	i	33.5	1.3%	1.4%	i	2.5	-0.2%	1.6%	·	·	·	·	6.7%

Screens: PubChem, several laboratories
